# Screens as filed in PubChem BioAssay.
# DAX1 inh-1 – inhibitors of human orphan nuclear receptor DAX1 (NR0B1); P51843; HEK293 Gal4-DAX1 luciferase reporter, luminescence; inhibition, % at 6.75 µM; 0.99% of 340,000 active; AID 504766;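 active means inhibition above the mean over all tested compounds plus 3 SD, cut at about 4.2% in these data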;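 further: 0% = DAX1-transfected cells with DMSO and 100% = empty-vector control cells with DMSO; inhibition shows as a rise in luminescence from relieved DAX1 repression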
# Target sequence (P51843 207-470 limits assumed): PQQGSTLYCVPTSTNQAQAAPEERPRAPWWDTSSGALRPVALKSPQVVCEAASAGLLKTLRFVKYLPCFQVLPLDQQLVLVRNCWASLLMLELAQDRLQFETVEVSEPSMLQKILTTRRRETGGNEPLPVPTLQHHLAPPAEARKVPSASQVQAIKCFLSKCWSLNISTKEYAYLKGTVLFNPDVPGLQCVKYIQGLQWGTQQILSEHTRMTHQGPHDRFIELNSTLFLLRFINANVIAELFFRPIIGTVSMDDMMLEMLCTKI
# ADAM17 inh – ADAM17 inhibition, QFRET primary screen | P78536 | AID 720648 | 0.83% of 370,000 active | recombinant ADAM17, EDANS/DABCYL FRET peptide cleavage | inhibition, % at 6.95 µM;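 active means inhibition above the mean of compounds lying between control limits plus 3 SD, set per campaign, cut at about 8.5% in these data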;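 further: 0% = DMSO-only wells as the low control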
# Target sequence (P78536 215-824 limits assumed): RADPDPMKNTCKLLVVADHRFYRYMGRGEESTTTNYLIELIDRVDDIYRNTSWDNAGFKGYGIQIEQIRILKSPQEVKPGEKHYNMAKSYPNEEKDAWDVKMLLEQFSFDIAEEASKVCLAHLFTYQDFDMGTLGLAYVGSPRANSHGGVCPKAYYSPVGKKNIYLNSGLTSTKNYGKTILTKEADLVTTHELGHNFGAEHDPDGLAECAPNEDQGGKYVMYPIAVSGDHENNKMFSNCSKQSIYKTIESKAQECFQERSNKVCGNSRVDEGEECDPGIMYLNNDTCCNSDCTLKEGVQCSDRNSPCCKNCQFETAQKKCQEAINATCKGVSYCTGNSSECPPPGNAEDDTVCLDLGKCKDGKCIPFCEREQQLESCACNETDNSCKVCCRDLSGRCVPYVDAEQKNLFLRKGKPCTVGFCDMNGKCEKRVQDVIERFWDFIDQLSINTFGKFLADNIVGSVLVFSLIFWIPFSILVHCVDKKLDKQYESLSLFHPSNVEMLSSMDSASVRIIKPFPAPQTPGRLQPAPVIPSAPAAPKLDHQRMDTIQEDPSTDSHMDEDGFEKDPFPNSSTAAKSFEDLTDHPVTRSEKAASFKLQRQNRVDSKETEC
# hcDAF-12 act – H. contortus DAF-12 activation, primary screen; HEK293 hcDAF-12 lit1-tk-luc reporter, luminescence; 0% DMSO, 100% Δ7-dafachronic acid; activation, % at 6.8 µM; 1.4% of 370,000 active;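 active means activation above the mean of all tested compounds plus 3 SD, cut at about 5.5% in these data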;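 further: 100% = response to 3 µM Δ7-dafachronic acid high control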
# SMARCA2 act – activators of SMARCA2 function. MG213 cells, MMTV-luciferase reporter, dexamethasone, overnight. activation, % at 9.1 µM. 1% of 370,000 active. AID 652017; in the data active means activation above about 7.8%;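 further: 0% = vehicle wells and 100% = reference activator wells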
# ssDAF12 agonist – S. stercoralis DAF-12 activation, primary screen; HEK293 ssDAF-12/GRIP1 lit1-tk-luc reporter, luminescence; % of 3 µM dafachronic acid response; activation, % at 6.8 µM; 1% of 370,000 active; AID 652126;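 active means activation above the mean over all tested compounds plus 3 SD, cut at about 0.9% in these data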;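 further: 0% = DMSO-only wells and 100% = 3 µM delta7-dafachronic acid wells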
# hgDAF12 agonist – hgDAF-12 agonism, primary luciferase screen | AID 687014 | HEK293 GAL4-hgDAF12 UAS-luciferase reporter, agonist luminescence; normalized to butyrate control | 1.8% of 370,000 active | activation, % at 6.8 µM;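 active means activation above a cutoff set at the mean of all screened compounds plus 3 SD, cut at about 10% in these data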;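 further: 0% = DMSO wells and 100% = sodium butyrate wells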
# FXN GAA850 act – activators of GAA850 frataxin (FXN) promoter; HEK293 lucGAA850 FXN promoter luciferase reporter, 24 h; percent of 10 µM SAHA response; activation, % at 6 µM; 0.56% of 360,000 active;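 active means activation above the average of all compounds screened plus 3 SD, cutoff fixed separately per campaign, cut at about 7.5% in these data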;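 further: 0% = DMSO wells and 100% = 10 µM SAHA wells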
# DAX1 inh-2 – blocks DAX1 repression of SF-1 activated StAR promoter. inhibition, % at 6.8 µM. AID 652010. HEK293T StAR-luciferase reporter, SF-1/DAX-1 repression relief. 1.1% of 370,000 active;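 active means inhibition above the mean over all tested compounds plus 3 SD, cut at about 3.6% in these data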;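 further: 0% = DAX-1 cells with DMSO and 100% = cells lacking DAX-1 with DMSO; higher inhibition means more luminescence from relief of DAX-1 repression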
# ADAM10 inh – inhibits human ADAM10 | recombinant ADAM10, EDANS/DABCYL FRET peptide cleavage, 3 h | AID 720582 | inhibition, % at 7 µM | 0.62% of 370,000 active | O14672;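 active means inhibition above a per-campaign cutoff equal to the mean of compounds falling between control-based bounds plus 3 SD, cut at about 20% in these data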;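 further: 0% = DMSO wells while the 100% control is not disclosed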
# NPR1 activator – GC-A (human) enzyme activation. activation, % at 10 µM. 0.14% of 370,000 active. HEK293 GC-A cells, cGMP TR-FRET, EC30 ANP; 0% at EC30 ANP, 100% saturating ANP. P16066; in the data active means activation above about 40%
# PG9 binder – PG9 antibody binding by small molecule; 0.43% of 360,000 active; TR-FRET gp120-PG9 antibody binding; inhibition, % at 6.7 µM; in the data active means inhibition above about 8.5%
# Starred values were filed as active, the others as inactive; x = not tested or not shown.
SMILES,DAX1 inh-1,ADAM17 inh,hcDAF-12 act,SMARCA2 act,ssDAF12 agonist,hgDAF12 agonist,FXN GAA850 act,DAX1 inh-2,ADAM10 inh,NPR1 activator,PG9 binder
Cc1ccc(C)c(NS(=O)(=O)c2cc(C(=O)NCc3ccco3)ccc2C)c1,-1.2,-2,-1.7,3,-1.7,-1.2,-4.8,-0.5,8,-2,-1.8
C/C(=N\NC(=O)CC#N)C1COc2ccccc2O1 (configuration not stated),-0.1,-2,-2.1,-2,-0.9,-0.7,1.5,-0.3,-1,0,-0.9
Cc1cccc(OCc2nnc(SCC(=O)O)n2Cc2ccccc2)c1,1.2,-3,-1.1,2,-1.7,0.0,-0.6,0.5,-2,1,0.5
O=S1(=O)CCN(C2CCCC2)CC1,1.3,-2,-0.8,-1,-1.0,-1.0,1.9,-0.3,-10,-3,1.1
Cc1cc(C)cc(OCc2nnc(N)s2)c1,3.4,-3,-0.6,2,-0.1,-2.4,3.9,-0.5,-8,4,0.5
Cc1ccc(C(=O)NCCCn2ccnc2)cn1,0.6,-7,-1.0,-1,-1.7,-1.1,-2.8,0.8,-2,6,1.5
CC(C)(C)N1C(=O)c2ccccc2NC(=O)C1C(=O)Nc1ccc(N2CCOCC2)cc1 (configuration not stated),x,-6,1.2,-1,-0.8,3.4,x,1.6,-12,3,0.0
CC(NC(=O)CN(C)S(=O)(=O)c1cccc2nsnc12)c1ccccc1 (configuration not stated),0.0,-5,-0.1,2,-1.1,-0.6,-0.6,0.4,-7,-1,-0.7
COc1ccc(S(=O)(=O)N2CCN(CC(=O)Nc3ccc(F)c(F)c3)CC2)cc1,-1.1,-1,-2.2,0,-1.0,-2.8,0.7,-1.8,-3,1,-1.1
CCCCCSc1nc(C)c(CC(=O)O)c(=O)[nH]1,0.3,1,-1.0,-2,-0.6,-1.6,-0.3,-0.2,1,1,-0.3
C1CN(c2nc3nonc3n3nnnc23)CCO1,-0.7,0,-0.4,-3,-0.5,-2.5,-0.7,-0.1,-11,0,-1.8
COc1ccc(CCn2c(=O)[nH]c3cc(C(=O)N4CCN(c5ccccn5)CC4)ccc3c2=O)cc1OC,0.7,-4,-0.8,2,-0.6,0.2,0.6,0.4,-2,3,-1.0
Cc1ccccc1NC(=S)NNC(=O)c1csc2c1CCC(C)C2 (configuration not stated),-0.5,0,-2.3,-5,-2.1,-2.9,-7.5,-0.6,5,3,0.7
COCC1CCN(Cc2nc(-c3cccs3)no2)C1 (configuration not stated),x,-2,3.2,13*,0.7,22*,5.7,3.5,0,3,-0.2
Cn1c(=O)c2c(nc(Cl)n2CCOc2ccccc2)n(C)c1=O,-1.2,-1,1.1,0,-1.5,-0.2,0.0,-0.6,-7,2,-0.8
CCc1ccc(N2C(=O)C3NN=C(C(=O)OCc4ccccc4)C3C2=O)cc1 (configuration not stated),1.3,-4,-0.6,-2,-1.4,-1.1,1.6,-0.2,-2,7,0.8
Fc1ccc(/C=N/c2c(-c3ccc(F)cc3)nc3n2CCS3)cc1,2.0,-3,-1.7,2,-0.1,-1.4,1.1,0.0,-3,1,-3.1
CCNC(=O)C1(C)CCCN(C(=O)/C=C/c2ccccc2)C1 (configuration not stated),x,-2,-0.4,-3,-1.7,0.6,-2.2,-0.7,-1,0,0.1
FC(F)(F)c1ccc(-c2nc(=S)[nH][nH]2)cc1,1.1,3,1.8,-4,-1.1,0.8,-0.4,1.0,25*,-2,1.1
CC(=O)C1=C(C)N(Cc2ccc(Br)cc2)C(=S)NC1c1cccc(F)c1 (configuration not stated),x,7,-2.2,0,-0.8,1.3,x,-0.1,17,9,0.3
COc1cc(Cl)c(C)cc1NC(=O)COc1ccccc1[N+](=O)[O-],-1.0,-1,5.0,1,-0.1,2.8,3.0,1.0,4,-17,-2.0
CCN(CC)C(=O)CC[C@@H]1CC[C@]2(CCCN(Cc3cccs3)C2)O1,x,3,-0.4,-3,-0.3,4.0,x,-0.1,3,-3,x
CCOC(=O)CSc1nnc(NC(=O)NC(C)C)s1,0.4,-2,2.1,0,-1.1,-0.9,1.7,0.3,-1,1,-1.1
CCOC(=O)[C@]12CCC=C1N(Cc1ccco1)C(=O)[C@H](CC(=O)NCCCCc1ccccc1)C2,x,-4,-1.3,-3,-1.1,2.4,x,-1.0,-2,1,1.3
COc1ccc(NC(=O)CC2SC3=NCCN3C2=O)cc1 (configuration not stated),-0.1,0,0.5,2,-0.8,3.3,0.7,0.7,-8,-2,-1.5
COC(=O)NNC(=O)c1ccc(Cl)cc1Cl,-1.3,5,-0.5,-5,-1.8,-0.5,0.6,0.7,2,-5,-3.5
COc1ccc(CC(=O)Nc2cccc(C)n2)cc1OC,-1.2,3,-1.4,-3,-1.2,-1.0,1.0,0.1,-8,3,-0.2
CCCNc1nc2c(c(=O)n(C)c(=O)n2C)n1CCC(C)C,-2.7,-1,-2.8,-1,-1.6,-2.3,-1.3,-1.7,7,7,-0.3
COc1ccc(-c2nn(-c3ccccc3)cc2C(=O)Nc2ccc(C(=O)O)cc2)cc1,-0.5,-2,0.0,1,-0.9,-1.9,2.2,-0.2,7,0,0.8
CCOC(=O)c1cnc2ccccc2c1Nc1cccc(C(=O)O)c1,-0.6,-3,-1.1,0,-1.0,1.0,-0.1,0.1,0,5,-2.8
CC(=O)N1CCC(O)(c2cccc(C(F)(F)F)c2)CC1,0.1,-2,-1.0,4,-1.4,-0.7,-1.6,0.0,10,-1,-0.4
O=C(Nc1ccc(F)cc1F)C1(c2cccs2)CCOCC1,4.5*,-2,-0.9,-3,0.0,0.1,-0.7,-0.7,-2,1,-1.5
CC(=O)Oc1ccccc1-c1nc(/C=C/c2ccccc2)no1,2.3,1,6.3*,6,0.4,17*,5.9,3.4,-1,-2,-1.4
O=C(Nc1cccc2ccccc12)N1CCOCC1,4.1,-114,2.7,-3,-0.1,-1.0,-3.9,-0.5,-416,6,-1.6
CC1=C(C(=O)Nc2cc(C)ccn2)C(c2ccc(C)cc2)C2=C(CCCC2=O)N1 (configuration not stated),-0.7,-94,-0.5,-4,-1.0,-2.7,0.7,-0.2,-294,-1,2.0
Cc1cc(NC(=O)CCC(=O)N(CC(=O)NC2CCCC2)c2ccc(F)cc2)no1,2.2,-1,1.5,-3,-1.1,1.0,-0.2,0.0,3,-3,0.8
CCN1CCCC1CNCc1cccc(OC)c1OCc1ccccc1F (configuration not stated),0.2,-2,-0.3,-3,-1.9,-1.0,-0.7,0.5,8,-2,-1.6
Cc1ccccc1C(=O)Nc1ccc(CN2CCOCC2)cc1,0.2,2,0.3,5,-0.2,1.0,2.5,0.8,11,-3,-0.6
COc1ccc(C2=NS(=O)(=O)N(C)C(C(=O)N3CCOCC3)=C2)cc1,-0.7,0,1.7,0,-0.6,-0.6,1.8,0.1,-30,3,1.4
CCOC(=O)N(C)[C@H]1C[C@H]2c3[nH]c4ccccc4c3CCN2C[C@H]1[C@H](C)O,x,-35,1.0,-3,-0.4,4.5,x,-0.1,-123,1,-4.2
Cc1ccc2nc(-c3ccc(NC(=O)CSc4nnc(-c5cc(-c6ccc(F)cc6)n[nH]5)n4N)cc3)sc2c1,x,-53,1.7,4,0.8,16*,x,3.0,-150,6,x
O=S(=O)(/C=C/c1ccccc1)NCc1ccccc1Cl,-0.6,4,1.1,0,-1.3,2.2,0.9,-0.2,2,5,-1.2
CCNc1nc(Oc2ccc(C(=O)OCC)cc2)nc(SC)n1,-2.3,-1,-2.1,-3,-1.9,-3.1,2.2,-0.7,4,1,-2.7
CCOC(=O)Cc1csc(NC(=O)CN2C(=O)c3ccccc3C2=O)n1,1.4,0,-0.5,-1,-1.2,1.6,1.0,0.7,6,5,-0.9
O=C(Nc1ccc(SC(F)(F)F)cc1)c1ccccn1,0.1,1,8.4*,4,1.1*,22*,4.5,6.1*,6,-5,-0.4
O=C(COC(=O)CNC(=O)c1ccc(Cl)cc1)Nc1ccc2c(c1)OCCO2,1.2,0,1.6,-5,-1.0,1.2,-2.5,-0.2,2,17,-4.6
O=C(NCC(=O)N1CCC2(CC1)NCCc1[nH]cnc12)c1ccccc1F,-0.6,2,0.4,0,-1.1,1.2,2.0,-1.7,1,2,-0.5
COc1ccc(CCNC(=O)Cn2nnc(-c3cccc(OC)c3OC)n2)cc1OC,-0.2,0,-0.9,-1,-1.6,-1.3,-0.2,-0.6,9,-8,-0.4
Cc1nn(C2CC(O)C(O)C(CO)O2)c(=O)[nH]c1=O (configuration not stated),1.0,-3,0.2,-5,-0.3,1.4,0.8,-1.4,-2,3,-0.4
C=CCn1c(-c2cccc3ccccc23)n[nH]c1=S,-0.6,-2,-0.7,-1,-1.4,-2.2,-0.3,-0.8,-6,0,-2.4
Cc1csc(NC(CO)c2nc3ccccc3n2CCOCCO)n1 (configuration not stated),-0.5,-2,0.7,0,-1.4,1.9,0.4,0.0,-4,3,1.3
COC(=O)c1cc(-c2cccc(C(F)(F)F)c2)c(=O)n2c1CCC2,x,-11,1.8,0,-0.9,1.4,x,-1.3,-20,4,x
COc1ccccc1NC(=O)Cn1c(=O)oc2cc(S(=O)(=O)N3CCCC3)ccc21,1.5,-3,-1.9,-3,-0.6,-2.7,0.1,-0.9,-17,12,-0.8
COc1ccc(C(=O)N2CCN(C(=O)c3ccncc3)CC2)cc1,0.4,-1,0.0,4,-1.7,-0.6,2.9,0.4,6,-1,-0.5
Cc1cc(C)n2nc(C(=O)N/N=C/c3ccco3)nc2n1,1.9,0,-0.3,-1,-1.6,1.0,0.6,0.1,0,1,-2.7
COc1ccc2[nH]c3c(c2c1)CCN1C(=O)N([C@@H](C)C(=O)NCCc2ccc(OC)c(OC)c2)C(=O)[C@]31C,1.6,1,-2.2,0,-1.6,4.1,-4.1,-1.2,-11,-3,0.1
O=C(CCCn1c(=O)[nH]c2ccsc2c1=O)NCc1cccs1,-0.8,-4,-1.3,-5,-1.2,1.3,-0.3,0.2,-15,6,-0.6
Cc1nc(N2CCN(C(=O)c3ccco3)CC2)c2c3c(sc2n1)CC(C)CC3 (configuration not stated),-0.7,5,-3.3,-2,-2.1,0.2,0.7,-1.8,0,-4,1.3
Cc1ccc(NC(=S)N/N=C2/CCCCc3ccccc32)cc1,-1.1,2,-0.1,-3,0.4,1.0,4.1,0.3,6,-9,2.3
COc1cccc(NC(=O)n2ncc3c(C)cccc32)c1,0.4,6,13*,2,1.8*,17*,2.6,3.0,3,7,-3.4
CC(=O)N(CC(=O)O)c1ccccc1,0.6,4,1.0,-3,-0.9,1.2,0.0,0.1,6,3,0.1
